KDM5B inhibitor – inhibitors of human KDM5B histone demethylase; Potency, µM (series often up to 57.7 µM), inactives show top-dose activity change, negative = inhibition, hits mostly inhibitors; KDM5B demethylase, FDH-coupled NADH fluorescence (FDH is formaldehyde dehydrogenase); actives 2.6% (n = 220,000); active = well fitted inhibition curve with a large enough effect; inconclusive = small, poorly fitted or top-dose-only effect; inactive = no such curve, though single readings can be large or run the other way; note: 0% is about no effect; nearly all actives have a fitted effect of over 70% in size
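Inhibition is measured as reduced NADH fluorescence generation from FDH coupling to formaldehyde release. Truncated KDM5BΔAP at 200 nM final acts on H3K4me3 peptide (12.5 µM in substrate mix) in pH 7.5 HEPES buffer with Tween-20, 30 min, room temperature.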
* marks the source's active call; other numbers are inactive results; i = inactive; ? = inconclusive; & = joins results of further samples; [ ] = dose if it differs, or a comment. Potency is the fitted concentration of half-maximal effect. These rows are one share of the data, so the mix of outcomes need not match the whole.

KDM5B inhibitor | structure
-17% | O=c1c(=O)n(-c2cccc(Cl)c2)ccn1Cc1cccc(F)c1
32µM* | c1cc(CN2CCOCC2)cc(-c2cnn3ccccc23)c1
-18% | CCOC(=O)C1CCCN(C(=O)c2cccc(NC(=O)c3nsc4ccccc34)c2)C1 (centres undefined)
? | CN1CCN(C(=O)c2cccnc2-c2nc3ccccc3s2)CC1
10% | COc1ccc(C(=O)C2CC(=O)Nc3c2c(C)nn3-c2cccc(C)c2C)cc1F (centres undefined)
-10% | Cc1ccsc1CNC(=O)c1ccccn1
19% | COc1ccc(Cl)cc1NC(=O)CSc1nnc(-n2nc(C)cc2C)n1N
18% | CCc1nnsc1C(=O)NCC1(c2ccc(F)cc2)CCCC1
0% | Cc1ccccc1-n1nnnc1C(C)(C)N1CCOCC1
? | Cc1ccc(-n2nc(C)c([C@@H]3C=C[C@@H](NC(=O)c4cccs4)C3)c2C)cc1Cl
9% | Cc1ccccc1CC(=O)N1[C@@H]2CC[C@H]1CC(NC(=O)c1ccncc1)C2 (some centres undefined)
-23% | O=C(c1ccccc1)N1CCC(Cc2nc(-c3ccncc3)n[nH]2)CC1
? | CCc1cc(N2C[C@H]3CN(C4CCOCC4)C[C@@]3(C(=O)O)C2)nc(C)n1
7% | Cn1ncc2c(SCc3nc4ccccc4n3C(F)F)ncnc21
-7% | COC(=O)CC(NS(=O)(=O)c1cccs1)c1ccc2c(c1)OCO2 (centres undefined)
21% | CCOc1ccc(C2C(C#N)=C(N)Oc3cc(C)[nH]c(=O)c32)cc1OC (centres undefined)
-11% | Cc1ccc(-n2nnc3c(sc4nc(C)c(C)cc43)c2=O)cc1Cl
9% | Cc1nc2nc(NCc3ccc(Cl)cc3)[nH]n2c(=O)c1CCC(=O)Nc1cccc2ccccc12
-3%[86.2 µM] | CC(=O)N1CCC(NC2(Cc3cc(CN(C)Cc4ccccc4)on3)COC2)CC1
-19% | Cc1ccc(-c2c(N3CCCC3)n[nH]c2C2CC2)cc1
-29% | O=C(Nc1cccc(C(=O)OCc2cc(=O)n3c4c(sc3n2)CCCC4)c1)c1cccc(Cl)c1
22% | COc1ccc(C2Cn3cnc(C(=O)N4CCC(C(=O)NC(C)C)CC4)c3CO2)cc1 (centres undefined)
-11% | COCc1ccc(C(=O)N2CCCC(CCc3cccc(OC)c3)C2)o1 (centres undefined)
-1% | CCOC(=O)N1CCN(C(=O)C2CCCN(S(=O)(=O)c3ccc(OCC)cc3)C2)CC1 (centres undefined)
6%[86.2 µM] | CNC(=O)CCn1ncc2cc(OC3CCc4cccc(-c5ccncc5)c43)ccc21 (centres undefined)
11% | CCc1ccc(C2c3c(-c4cc(C)ccc4O)n[nH]c3C(=O)N2Cc2cccnc2)cc1 (centres undefined)
1% | CCc1noc(C)c1C(=O)Nc1sc(Cc2ccccc2)cc1C(=O)OC
-19% | N/C(=N\OC(=O)c1cccc(Br)c1)c1ccccn1
-53% | O=C(CSc1nc2ccccc2c(=O)n1CC1CCCO1)Nc1ccccc1Cl (centres undefined)
27%[115 µM] | COc1ccc(CNC[C@H]2Cn3ccnc3CO2)cn1

Two consecutive entries from above, for reference:
KDM5B inhibitor | structure
1% | CCc1noc(C)c1C(=O)Nc1sc(Cc2ccccc2)cc1C(=O)OC
-19% | N/C(=N\OC(=O)c1cccc(Br)c1)c1ccccn1

Reprinted at random: 5 records from the list
KDM5B inhibitor | structure
9% | Cc1nc2nc(NCc3ccc(Cl)cc3)[nH]n2c(=O)c1CCC(=O)Nc1cccc2ccccc12
-3%[86.2 µM] | CC(=O)N1CCC(NC2(Cc3cc(CN(C)Cc4ccccc4)on3)COC2)CC1
11% | CCc1ccc(C2c3c(-c4cc(C)ccc4O)n[nH]c3C(=O)N2Cc2cccnc2)cc1 (centres undefined)
-23% | O=C(c1ccccc1)N1CCC(Cc2nc(-c3ccncc3)n[nH]2)CC1
-7% | COC(=O)CC(NS(=O)(=O)c1cccs1)c1ccc2c(c1)OCO2 (centres undefined)

More entries
KDM5B inhibitor | structure
-9% | Clc1ccc(-c2nc3ncccn3c2Nc2ccc3c(c2)OCCO3)cc1
-23% | CCN1CC(C(=O)N2CCC(OCc3ccccn3)CC2)CCC1=O (centres undefined)
8% | Cc1nn(Cc2ccc(Cl)cc2)c2sc(C(=O)N3CCN(CC(=O)N4CCCC4)CC3)cc12
-12% | CCOc1cc(/C=C2/NC(=O)NC2=O)cc(I)c1OCc1ccc(F)cc1
? | CCCOC(=O)c1cc(NC(=O)c2cc(Cl)c(OC)c(Cl)c2)ccc1N1CCOCC1
15%[115 µM] | O=C1NCc2ccccc2CC12CCCN(Cc1cc(F)ccc1F)C2 (centres undefined)
6%[86.2 µM] | COc1ccc(-c2noc([C@@H]3C[C@H](NCc4cccc(C#N)c4)CN3C)n2)cc1
? | CN1CCC(NC(=O)C2(C)CN(Cc3ccccc3)Cc3ccc(Nc4ccccc4)nc32)CC1 (centres undefined)
34%[115 µM] | CC1(C)[C@H](Cc2cc(CO)on2)C[C@@H]1NC(=O)C1CCC1
35%[activator] | CC(C)Nc1nc(NC(C)(C)C)nc(Oc2ccc(=O)n(C)n2)n1
5% | COc1cccc([C@@H]2CN(C(=O)c3oc(C)nc3C)C[C@H]2C(=O)O)c1OC
-13% | CCOC(=O)c1cccc(NC(=O)NC2COc3ccccc3C2)c1 (centres undefined)
-29% | O=c1c2ccccc2cnn1Cc1nc(C2CCOC2)no1 (centres undefined)
? | NC(CO)c1ccc2ccccc2c1 (centres undefined)
6% | O=C(COc1ccccc1)N1CCC2(CC1)NC(=O)N(c1cccc(F)c1)N2
-13% | CCSc1ncc(Cl)c(C(=O)Nc2cccc(Cl)c2)n1
-19% | CCOc1ccc(NC(=O)CSc2nnc3scc(-c4ccccc4)n23)cc1
1%[86.2 µM] | Cc1ncsc1C(=O)N1CCCn2nc(C)c(-c3ccccc3-c3ccccc3)c21
0% | CCc1ccccc1N/C=C(\C#N)c1nc(-c2ccc(C)c(C)c2)cs1
4% | CCN(C(=O)c1cc2c(=O)n(CC)c3ccccc3c2s1)c1cccc(C)c1
29% | COc1ccc2c(c1)CN1C(=O)N(Cc3ccccc3)S(=O)(=O)CC21 (centres undefined)
-10% | COc1cccc(-c2nn3c(=O)cc(CN4CCN(C(=O)/C=C/c5ccccc5)CC4)nc3s2)c1
5% | COc1ccc(CCNc2nc(SCc3ccccc3F)nc3ccccc23)cc1OC
-17%[86.2 µM] | O=C1N(C2CCCCC2)C[C@H]2CN(Cc3ncc[nH]3)CCN12
-22%[86.2 µM] | O=C(NC[C@H]1O[C@@H](CO)[C@@H](O)[C@H]1N1CCN(c2ccccc2)CC1)c1cccs1
32µM* | C=CCN(C)C(=O)[C@@H](C)C1CC[C@@]2(C)Cc3sc(-c4cccnc4)nc3[C@@H](C)[C@@H]2[C@H]1O (some centres undefined)
-29%[86.2 µM] | CNC(=O)CCn1ncc2cc(OC3CCc4cccc(-c5cccc(F)c5)c43)ccc21 (centres undefined)
32µM* | c1cn(CCc2noc(C3CCCO3)n2)c(-c2nc3c(s2)CCCC3)n1 (centres undefined)
6% | CCCCc1ccc(Nc2nnc(SCC(=O)NCC)s2)cc1
25% | Cc1oc2cc(OCC(=O)Nc3ccccc3F)ccc2c(=O)c1Oc1ccccc1

3 entries from above, with bars between the fields:
Molecule | KDM5B inhibitor
COc1ccc(-c2noc([C@@H]3C[C@H](NCc4cccc(C#N)c4)CN3C)n2)cc1 | 6%[86.2 µM]
CN1CCC(NC(=O)C2(C)CN(Cc3ccccc3)Cc3ccc(Nc4ccccc4)nc32)CC1 (centres undefined) | ?
CC1(C)[C@H](Cc2cc(CO)on2)C[C@@H]1NC(=O)C1CCC1 | 34%[115 µM]

Later entries.
KDM5B inhibitor | structure
? | CC(=O)Nc1ccc(CN2CCC[C@H]2c2nc(-c3ccc(N4CCC(C(N)=O)CC4)nc3)no2)cc1
16% | Cn1cnc2c1c(=O)n(CCCSc1nnc(-c3ccccc3F)o1)c(=O)n2C
? | CCCn1ccnc1CN1CCCC12CCN(c1ccc(C(F)(F)F)cn1)CC2
? | CCOC(=O)c1[nH]c2ccccc2c1NC(=O)CCN1CCCCC1
2% | CCc1ccc(-c2nc(CN3CCCC(C(=O)NCc4ccc(C)cc4)C3)c(C)o2)cc1 (centres undefined)
? | COc1cccc(CN2CCNc3cc(Nc4ccccc4)ncc3C2)c1
? | COc1ccc2c(c1)c1c(c(=O)n(-c3ccc(OC)c(OC)c3)c(=O)n1CC(=O)N1CCCC1)n2C
-1% | Cc1c(C(=O)N2CCOC(C)C2)cnn1-c1cccc(Cl)c1 (centres undefined)
18% | CCc1cc(CC)n(-c2nc3c(c(=O)n(Cc4ccc(F)cc4)c(=O)n3C)n2C)n1
4% | O=C(O)C1C2CCC(C2)C1C(=O)Nc1ccccc1 (centres undefined)
10% | CCCNC(=O)N1CCC(OCCOc2cccnc2)CC1
12%[86.2 µM] | O=C1N[C@@H]2CCN(C(=O)c3ccc(-c4ccccc4)cc3)[C@@H]2C(=O)N1c1ccc(F)cc1
-30% | Cc1ccc(N2C(=O)C(CC(=O)Nc3cccc(F)c3)N(CCc3ccccc3F)C2=O)cc1 (centres undefined)
-36% | Cc1ccc(C)c(-c2csc(N)c2C#N)c1
7% | CCC(C)(C)C(=O)NCc1ccc(OC)cc1
-22% | O=C(NC1CC1)[C@@H]1C[C@H](Oc2ccccc2)CN1C(=O)C1CCCC1
1% | COc1cc(CNC(=O)CCC2CCN(C(=O)c3ccccc3F)CC2)cc(OC)c1
32µM* | Cc1cc(C)c(CNC(=O)c2cc(-c3cnn(C)c3C)cc3c2OCCN3C)c(=O)[nH]1
26% | CC(C)c1ncncc1C(=O)O
? | Cc1ccc(CNC(=O)c2ccc(OCC(C)C)cc2)n1C
? | O=C(NC1CCN(c2cc(-c3ccc(F)cc3)[nH]n2)C1)c1cc(F)ccc1Cl (centres undefined)
23%[149 µM] | C#CCNC(=O)C1=NOC2CN(C(=O)c3ccn(C)n3)CC12 (centres undefined)
23% | N[C@H](C(=O)N1CCC2(CC1)Nc1ccccc1NC2=O)c1ccccc1
? | COCc1noc(CC2CCOC3(CCN(C(=O)c4cccc5[nH]ccc45)CC3)C2)n1 (centres undefined)
3% | COCCOC1CCN(S(=O)(=O)Cc2ccccc2)CC1
1% | O=c1cc(CSc2nnnn2-c2ccccc2)[nH]n1-c1ccccc1
? | COc1ccc(CC(=O)Nc2ccc(-c3nc4ccccc4s3)cc2Cl)cc1OC
21% | O=C(NCc1ccccc1Cl)C1CCC(CNc2c(N3CCOCC3)c(=O)c2=O)CC1 (centres undefined)
-14%&-12% | CCOc1ccc2cc(C3CC(c4ccco4)=NN3S(C)(=O)=O)c(Cl)nc2c1 (centres undefined)
-12% | O=C(Nc1cc(F)cc(F)c1)N1CC(c2noc(-c3ccncc3)n2)C1

KDM5B inhibitor | structure
17% | O=C(NCCCN1CCCC1=O)C1CCN(C(=O)N2CC3CC(C2)[C@H]2CCCC(=O)N2C3)CC1 (some centres undefined)
-2% | O=C(CN1C(=O)CCSc2ccc(S(=O)(=O)N3CCCC3)cc21)Nc1cccc(F)c1
-2% | Clc1ccc(SCc2cccc3cccnc23)cc1
-26%[86.2 µM] | CC(=O)NC1(C)CN(Cc2ccc(-c3cccc(C(F)(F)F)c3)s2)C1
8% | CC(C)n1c(C2CCCN(C(=O)C3CC3)C2)nn(C)c1=O (centres undefined)
-9% | COCc1cnc2c(c1SCC(=O)Nc1ccccc1F)c(=O)n(C)c(=O)n2C
15% | O=C(Cc1cccn1-c1ccc(Cl)cc1)NC1CCCC1
1% | COc1ccc(C(=O)OCC(=O)NC(C)CCc2ccccc2)cc1OC (centres undefined)
14% | N#Cc1cccc(OCc2nnc(C(=O)N3CCC[C@@H]3c3nc4ccccc4[nH]3)n2-c2ccccc2)c1
-35% | Cc1ccc2c(c1)N(CCCC(=O)Nc1cccc(C(F)(F)F)c1)C(=O)CO2
0% | O=C(Nc1ccc(Cl)c(-c2nc3cc(Cl)ccc3o2)c1)c1ccc([N+](=O)[O-])o1
-5% | O=C(c1c(F)cccc1Cl)N1C[C@@H](CO)[C@H](c2ccccn2)C1
? | Cc1cccc2c(C(=O)NCc3cccs3)cc(-c3cccnc3)nc12
21%[86.2 µM] | COc1ccc(CN2C(=O)CO[C@H]3CN(C(=O)COc4ccccc4)C[C@H]32)cc1
-2% | NC(=O)[C@H](CC1CCCCC1)NC(=O)[C@@H]1CN(C(=O)Nc2ccccc2)CCN1C(=O)C1CCNCC1
? | CC(C)Oc1ccc(-c2cc(C(=O)NCc3ccncc3)c3ccccc3n2)cc1
-6% | Nc1ccc(C(=O)N/N=C/c2cccs2)cc1
-15% | Cc1ccc(F)c(NC(=O)Nc2ccc3snnc3c2)c1
i | CSc1ccc(-c2ccnc3nc(N4CCOCC4)[nH]c(=O)c23)cc1
-25% | Cn1c(C(=O)NC2CCCC2)cc2c(=O)n(C)c3ccccc3c21
2% | CN(C(=O)Nc1cccc(Cl)c1)C(c1ccc(Cl)cc1)c1nccn1C (centres undefined)
11% | O=C(N[C@@H]1CCOC[C@H]1OCCO)C1CCN(Cc2ccco2)CC1
-24% | C/C(=N\NC(=S)Nc1ccccc1)c1ccc(F)cc1
-16% | Cc1ccc(Cn2c(CO)cnc2SCc2cccc(F)c2)cc1
-16%[86.2 µM] | O=C(NCCOc1ccccc1)c1cnc2n1CCN(Cc1ccccc1O)CC2
0% | CC(C)NC(=O)NCc1ccc(C(=O)NC(C)c2ccc(Cl)cc2)cc1 (centres undefined)
? | O=C(/C=C/c1ccc(-c2ccccc2Cl)o1)c1ccc(Cl)cc1

In another format: 4 of the compounds above.
smiles	KDM5B inhibitor
Cc1ccc(Cn2c(CO)cnc2SCc2cccc(F)c2)cc1	-16%
O=C(NCCOc1ccccc1)c1cnc2n1CCN(Cc1ccccc1O)CC2	-16%[86.2 µM]
CC(C)NC(=O)NCc1ccc(C(=O)NC(C)c2ccc(Cl)cc2)cc1 (centres undefined)	0%
O=C(/C=C/c1ccc(-c2ccccc2Cl)o1)c1ccc(Cl)cc1	?

High-throughput results (PubChem)
